# From PubChem
# Epigenetic reg: regulators of epigenetic silencing causing reporter derepression in mouse cells. actives 0.2% (n = 280,000). AID 1865. Potency, µM (titrated, usually from 53.9 µM), for inactives: top-dose GFP activation, usual class: activators. murine LDR cells, GFP reporter derepression, 30 h; further: potency means the concentration at half of the fitted maximal effect; % of control where 0% means no effect; nearly all actives have a fitted effect of over 60% in size
#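 Reporter derepression read as number of fluorescent GFP-positive objects, 20-120 um in size, counted by laser-scanning cytometer. Mouse LDR line with an epigenetically silenced CMV-GFP locus; compound incubation 30 h, 37 C.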
# CBFb RUNX1 block: blocks binding between human CBF-beta and RUNX1 | Q01196+Q13951 | AlphaScreen CBFb-His/RUNX1-biotin binding, biochemical | Potency, µM (top dose mostly 59.8 µM), without a hit: at the highest dose activity, negative = inhibition, hits mostly inhibitors | 230,000 tested, under 10 active | AID 1477; further: % of control where 0% means no effect
# Target sequence (Q01196 whole entry, looked up): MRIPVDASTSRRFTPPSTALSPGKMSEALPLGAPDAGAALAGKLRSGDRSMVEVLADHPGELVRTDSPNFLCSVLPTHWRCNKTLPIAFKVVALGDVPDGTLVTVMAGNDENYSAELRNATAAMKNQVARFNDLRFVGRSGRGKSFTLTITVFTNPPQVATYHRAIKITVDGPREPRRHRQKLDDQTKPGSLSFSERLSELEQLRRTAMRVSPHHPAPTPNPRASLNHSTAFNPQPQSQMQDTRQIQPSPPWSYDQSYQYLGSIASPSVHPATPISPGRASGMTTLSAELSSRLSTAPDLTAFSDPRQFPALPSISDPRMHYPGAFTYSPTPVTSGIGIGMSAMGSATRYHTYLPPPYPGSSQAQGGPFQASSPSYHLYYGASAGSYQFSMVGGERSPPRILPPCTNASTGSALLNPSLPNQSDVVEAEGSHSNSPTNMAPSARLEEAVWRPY
# Target sequence (Q13951 whole entry, looked up): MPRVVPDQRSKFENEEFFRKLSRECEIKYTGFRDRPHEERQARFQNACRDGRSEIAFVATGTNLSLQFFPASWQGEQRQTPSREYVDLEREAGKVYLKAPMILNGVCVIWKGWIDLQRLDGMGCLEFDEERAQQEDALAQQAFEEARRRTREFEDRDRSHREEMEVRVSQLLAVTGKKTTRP
#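 Inhibition was taken as any reduction in AlphaScreen signal from the CBF-beta–RUNX1 pair (His and biotin tags, 30 nM each), measured after compound (15 min) and bead (90 min) incubations at room temperature.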
# KinaseGlo FLuc: counter-screen: inhibitors of Kinase-Glo firefly luciferase; Q27757; Kinase-Glo luciferase, ATP luminescence, 8 min; Potency, µM (top dose mostly 38.3 µM), for the others: at the top dose activity change, negative = inhibition, hits mostly inhibitors; actives 0.28% (n = 200,000); AID 1379; further: potency means the concentration at half of the fitted maximal effect; on the % scale 0 is the no-effect control and ±100 the full control effect; nearly all actives have a fitted effect of over 60% in size
#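 Recombinant Kinase-Glo luciferase, 10 uM ATP (linear range), luciferin; imidazole pH 7.2 / KCl / MgCl2 / Tween / BSA buffer; 8 min RT; luminescence.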
# HTT aggregate: mutant huntingtin aggregation inhibition. actives 1.1% (n = 220,000). PC12 HttQ103-GFP aggregates, Acumen cytometry, 40 h. AID 1688. Potency, µM (series often up to 46.1 µM), for inactives: at the top dose activity change, negative = inhibition, actives largely listed as inhibitors; further: potency means the concentration at half of the fitted maximal effect; on the % scale 0 is the no-effect control and ±100 the full control effect; nearly all actives have a fitted effect of over 60% in size
#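 Aggregate formation scored by laser-scanning cytometer (488 excitation, 500–530 emission) in lysed PC12 cells expressing Q103-GFP after 100 nM tebufenozide induction; library tested in dose series, with ATPLite reagent added in the multiplex.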
# NPSR antag: neuropeptide S receptor (human) antagonism, cAMP; Q6W5P4; CHO-NPSR cells, cAMP TR-FRET, antagonist mode; Potency, µM (titrated, usually from 38.3 µM), for the others: at the highest dose activity change, negative = inhibition, actives largely listed as inhibitors; actives 1% (n = 220,000); further: potency means the concentration at half of the fitted maximal effect; on the % scale 0 is the no-effect control and ±100 the full control effect; nearly all actives have a fitted effect of over 50% in size; many of its hits are not listed in these tables
# Target sequence (Q6W5P4 whole entry, looked up): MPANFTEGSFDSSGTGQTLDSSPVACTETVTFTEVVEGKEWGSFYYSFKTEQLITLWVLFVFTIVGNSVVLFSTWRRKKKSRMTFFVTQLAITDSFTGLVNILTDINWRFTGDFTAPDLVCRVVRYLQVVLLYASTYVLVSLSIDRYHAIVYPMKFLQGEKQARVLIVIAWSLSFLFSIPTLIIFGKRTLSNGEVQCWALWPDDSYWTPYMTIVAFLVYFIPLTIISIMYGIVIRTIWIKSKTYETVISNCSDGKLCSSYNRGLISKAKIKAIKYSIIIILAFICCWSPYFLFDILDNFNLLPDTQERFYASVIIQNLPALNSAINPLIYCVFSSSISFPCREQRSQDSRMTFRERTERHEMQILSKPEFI
# IMPase Li inh: cell-permeable IMPase inhibitors with lithium potentiation; actives 0.35% (n = 210,000); CHO-M1 cells, IP1 TR-FRET (IP-One), carbachol + lithium; AID 1457; Potency, µM (series often up to 59.4 µM), inactives show top-dose activity, negative = IMPase inhibition, usual class: inhibitors;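 further: IP1 builds up when IMPase is blocked and the TR-FRET signal falls; potency means the concentration at half of the fitted maximal effect; plate controls were basal vehicle for no effect and high inhibitor control for full effect; nearly all actives have a fitted effect of over 50% in size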
#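 Concentration–response in CHO-M1 cells, lithium-potentiated; 30 min at 37C. IP1 detected by competitive TR-FRET after 10 min lysis at RT. Hill-fitted AC50.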
# L3MBTL1 inh: inhibitors of human L3MBTL1; Q9Y468; AlphaScreen L3MBTL1–H3K9me1 peptide binding; Potency, µM (highest dose often 57.1 µM), for the others: at the highest dose activity, negative = inhibition, usual class: inhibitors; actives 0.66% (n = 230,000); AID 485360; further: potency means the concentration at half of the fitted maximal effect; on the % scale 0 is the no-effect control and ±100 the full control effect; nearly all actives have a fitted effect of over 60% in size
#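 L3MBTL1 (50 nM) pre-complexed 30 min with biotinylated H3(1-15)K9me1 peptide (75 nM), then compounds added for 30 min at room temperature; AlphaScreen streptavidin donor/nickel chelate acceptor beads (10 ug/mL final) read after 30 min dark incubation.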
# * marks the source's active call; other numbers are inactive results; ? = inconclusive; . = no result given; & = joins results of further samples; [ ] = remark or other dose. The call rests on the fitted dose curve; in most records, active means well fitted curve in the direction sought with a large enough effect; inconclusive means small, poorly fitted or top-dose-only effect, or another doubt; inactive means no such curve, though single readings can be large; an effect the other way counts as inactive or inconclusive. These rows are one share of the data (hit frequency here may not be typical).
mol,NPSR antag,HTT aggregate,L3MBTL1 inh,IMPase Li inh,KinaseGlo FLuc,Epigenetic reg,CBFb RUNX1 block
CCOC(=O)C1=C(C)NC(=O)NC1c1ccc(OC)c(CN2CCOCC2)c1 (stereo unspecified),-1.4%[46.1 µM],4.9%,4.1%,7.3%[38.3 µM],-1.0%,-16.9%,5.0%
CC1CC(C)(C)NC(=S)N1CCC(=O)NCCc1ccc(Cl)cc1 (stereo unspecified),-19.6%,7.7%,21.1%,11.0%,0.7%,-0.2%,3.2%
CCN(CC)C(=O)c1ccccc1NC(=O)c1ccccc1,-25.8%,-26.4%,.,3.5%,1.1%,-5.9%,3.5%
Cc1ccc(N/C(N)=N/c2nc3c(c(=O)[nH]2)CCCC3)c(C)c1,-13.0%[46.1 µM],7.5%,-1.2%,-3.0%[38.3 µM],-2.7%,1.2%,5.7%
Clc1ccc(C[n+]2cc(-c3ccccc3)n3c2CCCCC3)c(Cl)c1,-28.6%,11.2µM*,-2.0%,26.0%,-3.9%,1.2%,5.6%&-3.8%
CS(=O)(=O)N(Cc1ccccc1)c1ccc(C(=O)NN=C2CCCCCC2)cc1,18.7%,22.4%,-4.7%,-0.7%,-1.0%,-0.9%,-2.3%
c1ccc(-c2nc(-c3ccccn3)nc(-c3ccccn3)n2)nc1,3.0%,0.0%[9.22 µM],.,.,.,-0.2%,-15.2%
COc1ccc(-c2ccc3c(N)c(C(=O)c4cccc(OC)c4)sc3n2)cc1,-17.3%[46.1 µM],19.9%,.,18.2%[38.3 µM],-1.3%,-11.9%,-8.4%
COc1ccc(CC(=O)Nc2ccc(OC)nc2)cc1,9.7%,11.4%,8.0%,5.2%,0.4%,-1.4%,0.4%
C/C(=N\Nc1ccc(S(N)(=O)=O)cc1[N+](=O)[O-])c1ccccc1O,3.2%,8.4%[9.22 µM],-8.5%,.,.,0.2%,?
O=C(CS(=O)(=O)c1cccc(C(F)(F)F)c1)Nc1ccccc1Cl,-10.4%[46.1 µM],4.8%,1.7%,-3.1%[38.3 µM],-0.4%,0.0%,-0.5%
Cc1ccc(S(=O)(=O)NCc2ccncc2)cc1,4.1%[46.1 µM],3.55µM*,.,31.8%[activator][38.3 µM],1.9%,0.0%,1.5%
Nc1ccn([C@@H]2CC[C@H](CO)O2)c(=O)n1,.,.,.,-10.1%,-0.8%[17.1 µM],0.0%[16.9 µM],-12.8%[21.7 µM]
COc1cccc(NC(=O)C(Sc2nnnn2C)c2ccccc2)c1 (stereo unspecified),-12.1%,-7.6%,-4.1%,-1.7%,-2.9%,-1.4%,-0.2%
COC(=O)C(C(=O)NCC1CCCO1)C1CCCCCC1 (stereo unspecified),-11.0%[46.1 µM],20.8%,.,12.2%[38.3 µM],4.6%,0.0%,8.3%
CCc1nnc(NC(=O)CCC(=O)N2CCN(Cc3ccccc3)CC2)s1,6.0%[46.1 µM],0.4%,-0.2%,-9.3%[38.3 µM],0.3%,-1.9%,4.5%
COc1ccc(NC(=O)c2c(F)c(F)c(F)c(F)c2F)cc1Cl,15.9%[46.1 µM],10.2%,.,13.3%[38.3 µM],6.4%,-1.0%,-5.8%
O=C1OCCC/C1=C\c1ccc2c(c1)OCO2,5.1%,29.2%[9.22 µM],.,.,.,-3.1%,1.0%
Oc1ccc(-c2[nH]ncc2-c2ccc(Cl)cc2)c(O)c1,-18.9%[46.1 µM],-26.9%,-0.3%,-9.7%[38.3 µM],-0.7%,0.0%,-5.2%
Oc1ccc(OCc2ccccc2)cc1,.,-17.4%[20.6 µM],.,-4.1%,-6.0%[17.1 µM],3.8%[16.9 µM],-3.6%[21.7 µM]
COc1ccc(OC)c(C2=C/C(=C/c3ccccn3)C(=O)O2)c1,-20.2%,-4.0%,.,12.6%,0.6%,0.0%,?
O=C(/C=C\c1ccccc1)Oc1cccc2cccnc12,-37.1%,?,?,-1.9%,-2.7%,?,-14.5%
Cn1nnc2cc(C(=O)Nc3ccc4ccccc4c3)ccc21,5.5%,3.7%[9.22 µM],16.1%,-3.8%,0.3%,-4.2%,0.4%
CCOC(=O)c1c(NC(=O)CSc2nnc(Cc3ccccc3)o2)sc(C(C)=O)c1C,-16.0%[46.1 µM],-30.2%,.,9.9%[38.3 µM],-4.7%,-1.0%,2.6%
CC1(C)Cc2nc(-c3ccccc3)nc(SCC(=O)N3CCCC3)c2CO1,29.5%,9.7%[9.22 µM],-8.8%,.,.,-0.3%,4.4%
Nc1nccc(-c2nn(-c3ccc(Cl)cc3)ccc2=O)n1,2.7%,-2.7%[9.22 µM],3.7%,.,.,1.1%,6.5%
COc1cc([N+](=O)[O-])cc(/C=N/NC(=O)c2cccnc2)c1O,13.6%[7.67 µM],23.9%[9.22 µM],14.1µM*,.,.,-0.3%,.
O=C(c1cccc(S(=O)(=O)Nc2ccccc2F)c1)N1CCN(c2ccccc2F)CC1,-24.7%,-10.9%,-2.0%,3.1%,-0.6%,1.8%,11.9%
COCCCNC(=O)C(C#N)c1nc2ccccc2nc1N1CCCC1 (stereo unspecified),-9.8%[46.1 µM],?,-10.3%,29.2%[38.3 µM],1.7%,0.0%,-10.6%
CCNC(=O)CSc1ncnc2sccc12,-14.4%[46.1 µM],6.0%[9.22 µM],.,-1.7%[38.3 µM],1.2%,-4.6%,1.5%
Cc1ccccc1C(=O)N/N=C1\SCC(=O)N1Cc1ccco1,-1.9%,1.6%[9.22 µM],-2.5%,6.7%,-0.4%,-1.1%,-2.3%
Cc1cccc(NC(=O)c2ccc(N(C)C3CCCCC3)c([N+](=O)[O-])c2)n1,-20.1%[46.1 µM],-4.3%,-26.6%,22.0%[38.3 µM],-2.6%,-1.2%,?
COc1cc(-n2c(C)nc3cc(C(=O)N4CCOCC4)ccc32)cc(OC)c1OC,3.1%[46.1 µM],13.9%,3.4%,2.7%[38.3 µM],2.1%,1.2%,-0.8%
COc1ccc(N/C=C(\C#N)c2ccc(OCCCF)cc2)cc1,-24.9%[46.1 µM],-4.7%,.,39.9%[activator][38.3 µM],-4.2%,13.3%,-16.1%
COC(=O)CSc1ccc2nnc(CCNS(=O)(=O)c3ccccc3)n2n1,14.9%,-9.1%,.,-7.6%,-1.2%,0.2%&-1.5%,8.4%
Cn1nnc(NC(=S)NC(=O)c2ccc(-c3ccc(Br)cc3)o2)n1,-24.9%,-11.0%,-0.6%,-6.2%,2.0%,-0.2%,-5.2%
Cc1ccccc1-c1nc2ccccc2c(=O)n1/N=C/c1ccccc1[N+](=O)[O-],-27.0%[46.1 µM],9.4%,?,34.9%[activator][38.3 µM],-0.6%,3.0%,3.8%
CCc1ccc(OCC(=O)NCc2ccco2)c(Br)c1,-17.0%[46.1 µM],-4.0%,-1.4%,0.3%[38.3 µM],0.4%,1.2%,-2.2%
Cc1nc2sc(C(c3ccco3)N3CCC(C)CC3)c(O)n2n1 (stereo unspecified),-0.1%[46.1 µM],-15.6%,20.6%,5.3%,0.9%,-1.0%,-6.8%
Cc1cccc(C)c1N1C(=O)c2cccc([N+](=O)[O-])c2C1=O,7.9%,0.9%,19.1%,8.1%,5.0%,-3.8%,-0.1%
CCOC(=O)C1=C(CSc2nc3c(cc2C#N)CN(C)CC3)OC(N)=C(C#N)C1c1ccc(F)cc1 (stereo unspecified),-25.8%[46.1 µM],-2.3%,.,2.6%[38.3 µM],-2.7%,0.0%,-19.7%
COc1cc(OC)cc(-c2nc(-c3cc4cc(C)ccc4nc3OC)no2)c1,-5.8%[46.1 µM],-8.5%,0.7%,0.8%[38.3 µM],-1.0%,3.1%,-2.0%
C#CC[N+](C)(C)CC#Cc1ccccc1,-11.3%,0.0%[9.22 µM],16.2%,12.5%,-1.0%,1.2%,-4.3%
CCN(CCCNC(=O)CCc1nc(-c2ccc(OC)cc2)no1)c1cccc(C)c1,-21.4%[46.1 µM],17.9%[9.22 µM],.,6.1%[38.3 µM],4.8%,-2.9%,-11.8%
CCN(CC)S(=O)(=O)c1ccc(NS(=O)(=O)c2ccc(C)c(C)c2)cc1,-9.3%[46.1 µM],0.6%,.,16.0%[38.3 µM],-0.7%,1.5%,3.4%
CC(=O)c1cccc(S(=O)(=O)NC2CCCCCC2)c1,12.5%,-20.5%,-2.8%,3.9%,0.4%,0.0%,-4.0%
CS(=O)(=O)N1CCN(c2ccc([N+](=O)[O-])c(NCc3ccccc3)c2)CC1,-16.7%[46.1 µM],?,-5.0%,-1.3%[38.3 µM],-5.6%,-1.4%,-26.2%
O=C(CNC(=O)c1ccco1)NCC(=O)OCc1ccc(Cl)cc1,0.5%[46.1 µM],-9.8%[9.22 µM],.,14.8%[38.3 µM],0.6%,0.0%,-1.1%
COc1cccc(CNC(=O)CCC2CCCN(C(=O)c3cccc(Cl)c3)C2)c1 (stereo unspecified),12.6%,2.5%[9.22 µM],-0.3%,6.7%,5.7%,2.2%,4.3%
CCOC(=O)c1sc(=S)n(C)c1C,-7.8%[46.1 µM],11.1%[9.22 µM],.,-14.2%[38.3 µM],1.6%,1.9%,-0.3%
O=C(/C=C/c1ccco1)Nc1scc(-c2ccccc2)c1C(=O)O,12.7%[7.67 µM],-13.2%[9.22 µM],25.1µM*,.,.,-0.3%,-24.5%
COC(=O)c1c(Cl)c2n3ccccc3c(C)c(-c3ccccc3)c-2c1C(=O)OC,6.4%,-15.4%,?,10µM*,-10.4%,6.5%,-13.6%
COC(=O)c1sccc1NC(=O)CC1C(=O)NCCN1C(=O)Nc1ccc(F)cc1F (stereo unspecified),-2.1%,-10.3%[9.22 µM],6.0%,.,.,2.1%,3.5%
N#Cc1c(-c2cccc(Br)c2)cc(-c2ccco2)[nH]c1=O,-5.8%,-4.1%,?,4.7%,0.6%,-0.6%,-20.0%
N#Cc1nn(-c2ccccc2)nc1N1CCCCC1,-3.6%[46.1 µM],-11.1%,.,14.3%[38.3 µM],2.7%,3.6%,26.8%
COc1ccc(Nc2cc(=O)n(C3CCCCC3)c(=O)[nH]2)c(OC)c1,-2.9%[46.1 µM],-9.6%,-1.2%,-0.6%[38.3 µM],-9.3%,-2.1%,2.8%
